SUMO HTRF inh = inhibitors of human SUMOylation (UBC9); AID 2006; P63279; 0.36% of 290,000 active; inhibition, % at 35 µM; HTRF SUMOylation assay, SAE1/SAE2 + UBC9, in vitro; in the data active means inhibition above about 50%, passing the limit was not always enough; further: strong numbers were not always called active
Target sequence (P63279 whole entry, looked up): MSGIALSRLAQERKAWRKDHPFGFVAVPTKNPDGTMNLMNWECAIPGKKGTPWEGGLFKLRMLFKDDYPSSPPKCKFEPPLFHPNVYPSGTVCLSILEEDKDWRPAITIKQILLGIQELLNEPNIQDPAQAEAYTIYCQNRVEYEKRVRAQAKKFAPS
MEKK2 WT-MEK5 = raises or lowers MEK5 binding to wildtype human MEKK2 PB1 domain; binding response (% of control), % at 10 µM; Q9Y2U5; 1.1% of 290,000 active; bead flow cytometry, Alexa488-MEK5 binding to MEKK2 WT; actives lie on both sides; in the data active means binding response below about 67% or above about 130%
M18AAP inhibitor = PfM18AAP enzyme inhibition; recombinant PfM18AAP, H-Glu-NHMec fluorogenic cleavage; inhibition, % at 7.35 µM; 1.2% of 290,000 active; AID 1822;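 active means inhibition above the campaign mean inhibition over all tested compounds plus 3 SD, cut at about 28% in these data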;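 further: 0% = plate median of test compound wells and 100% = 2 mM ZnCl2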
MEKK2 mut-MEK5 = signal of MEK5 binding to mutant human MEKK2 PB1 domain; 0.35% of 290,000 active; percent response, % at 10 µM; bead flow cytometry, Alexa488-MEK5 binding to MEKK2 mutant; in the data active means percent response above about 24%, passing the limit was not always enough; further: inactives centre near 1; some results filed as inactive read as strong as hits; reference of the scale not given here
IDE cell inh = inhibitors of human insulin-degrading enzyme in cells. inhibition, % at 5.59 µM. P14735. HEK cells, FAbetaB cleavage, fluorescence polarization. 0.41% of 320,000 active;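 active means percent inhibition above the average of all tested compounds plus 3 SD, set per screening campaign, cut at about 16% in these data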;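 further: IDE supplied by intact live HEK cells; FP after avidin binding of uncleaved biotin substrate so inhibition keeps polarization high; 0% = DMSO wells and 100% = 60 µM reference IDE inhibitor Ii1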
MEKK3 PB1 HTS = modulators (inhibitors or enhancers) of MEK5 binding to human MEKK3 PB1 domain; bead-based flow cytometry, Alexa488-MEK5 binding to MEKK3; actives lie on both sides; 0 = blocked by unlabeled MEK5, 100 = vehicle; binding response (% of control), % at 10 µM; 1.4% of 290,000 active; AID 1529;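 active means binding response more than 3 SD above or below the average of its plate-row segment, actives on both sides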;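 further: Alexa488 bead fluorescence after subtracting the streptavidin-only scavenger bead signal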
Target sequence (Q99759 whole entry, looked up, the tested form may be a part): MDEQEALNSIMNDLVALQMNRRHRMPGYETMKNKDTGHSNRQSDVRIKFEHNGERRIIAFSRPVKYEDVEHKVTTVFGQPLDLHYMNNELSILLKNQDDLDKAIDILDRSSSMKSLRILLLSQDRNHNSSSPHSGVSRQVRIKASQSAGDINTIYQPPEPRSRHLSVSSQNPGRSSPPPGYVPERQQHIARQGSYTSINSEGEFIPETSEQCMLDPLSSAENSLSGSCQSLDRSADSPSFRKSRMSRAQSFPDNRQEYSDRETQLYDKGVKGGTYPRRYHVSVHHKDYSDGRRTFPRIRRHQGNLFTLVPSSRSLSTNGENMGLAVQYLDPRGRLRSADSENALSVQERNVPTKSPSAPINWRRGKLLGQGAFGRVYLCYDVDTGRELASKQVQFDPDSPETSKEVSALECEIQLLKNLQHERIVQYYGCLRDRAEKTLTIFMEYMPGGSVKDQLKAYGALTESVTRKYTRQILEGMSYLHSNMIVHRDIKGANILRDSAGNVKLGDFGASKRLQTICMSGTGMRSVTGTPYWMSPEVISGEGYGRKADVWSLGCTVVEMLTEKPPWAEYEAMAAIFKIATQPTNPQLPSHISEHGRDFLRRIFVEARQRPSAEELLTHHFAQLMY
p-CIP stab down = lowers stability of the mouse p/CIP coactivator protein; Q05BA5; F442A p/CIP-EGFP cells, EGFP fluorescence, 16 h; decrease of EGFP signal, % at 10 µM; 0.01% of 290,000 active; AID 1984;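 active means EGFP signal decrease of at least 30% at 10 µM or well 3 SD below plate mean, unless failing retest; inactive means the rest, including hits failing retest or dose response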; further: some compounds called inactive have numbers as strong as hits; many of its hits are not listed in these tables
NALP1 inh = inhibitors of NALP1 inflammasome in yeast; S. cerevisiae NALP1/ASC/caspase-1 growth, X-gal OD620, 72 h; inhibition, % at 10 µM; 0.61% of 280,000 active; AID 2071; in the data active means inhibition mostly above about 24%, no sharp cut-off; inactive means mostly below about 32%; further: some compounds called inactive have numbers as strong as hits
IDE cell activ = boosts human insulin-degrading enzyme activity in HEK cells; activation, % at 5.96 µM; 0.073% of 340,000 active; FAbeta-B cleavage, fluorescence polarization; 0% vehicle, 100% cell-free pure enzyme wells; P14735;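 active means activation above the mean of all tested compounds plus 3 SD, set per screening campaign, cut at about 17% in these data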
Active calls of the source: *; . = not tested or not shown; [ ] = another dose, or the depositor's remark. A portion of the library, so the mix of outcomes need not match the whole.

SMILES	SUMO HTRF inh	MEKK2 WT-MEK5	M18AAP inhibitor	MEKK2 mut-MEK5	IDE cell inh	MEKK3 PB1 HTS	p-CIP stab down	NALP1 inh	IDE cell activ
COc1cccc(NC(=O)c2cc(-c3ccncc3)nc3c(C)cc(C)cc23)c1	7	103	5	4	2	108	3	-6	1
Cc1ccc(CN2[C@@H](CC3CCCCC3)COCCS2(=O)=O)cc1	-13	99	1	-2	-4	102	-10	-2	5
Cn1c(=O)c2c(ncn2CC(=O)N(Cc2ccccc2)c2ccccn2)n(C)c1=O	8	92	2	-4	-4	100	-3	10	1
O=C(c1ccccc1Oc1ccccc1)N1CCN(c2ccccc2)CC1	13	102	-13	5	5	102	1	10	3
CSCCC(NC(=O)c1ccccc1)C(=O)OCC(=O)Nc1ccc(C)c(Cl)c1 (stereo not given)	-33	100	-14	0	5	98	3	43	4
O=C(OCc1ccc(Br)cc1F)c1cc2ccccc2oc1=O	-9	95	-5	-7	8	103	-2	28	8
O=C(Nc1ccc2c(c1)CN(Cc1ccccc1O)CC2)C1CCCO1 (stereo not given)	.	100	3	-2	-1	97	2	31	3
O=C(N/N=C/c1cnc(N2CCOCC2)s1)c1ccccc1	12	107	5	1	-8	96	11	11	1
COc1ccc(C(C(C(=O)c2cccs2)N2CCOCC2)N2CCOCC2)cc1OC (stereo not given)	23	106	4	0	6	102	1	1	-1
COc1ccc(-c2csc(NC(C)c3nc4cc(Cl)c(N5CCCCC5)cc4n3CCOCCO)n2)cc1 (stereo not given)	.	104	.	0	-2	104	.	.	2
O=C(O)Cc1ccc(NC(=O)c2cccs2)cc1	14	95	-4	-2	-1	92	5	-2	5
CCOc1ccc(-c2cc(CCCC(=O)Nc3cc(OC)ccc3OC)no2)cc1	16	94	1	0	-2	96	-25	14	1
CCOC(=O)c1c[nH]n(-c2ccc(C)cc2)c1=O	14	93	6	-4	5	97	-20	0	4
CC1CN(CCOc2ccccc2C(C)C)CC(C)O1 (stereo not given)	12	108	-6	2	-6	104	-6	21	5
CCN=C1SC(CC(=O)NC(C)c2ccccc2)C(=O)N1CC (stereo not given)	-2	96	-13	-7	1	100	-2	2	4
Cc1[nH]c2ccccc2c1CN1CCc2ccccc2C1	1	103	0	4	0	102	-10	-6	1
O=C(NCCc1c[nH]c2ccccc12)c1cncc(Br)c1	16	107	4	5	1	104	2	0	4
Cc1nnc(NC(=O)CS(=O)(=O)Cc2ccccc2)s1	3	102	0	2	.	102	-6	17	2
CCn1ncc(/C=N\NC(=O)c2csc3ccccc23)c1C	36	104	-7	1	0	97	2	1	-3
N#Cc1ccccc1NC(=S)NC(=O)c1cccnc1	-2	105	-8	0	-11	111	-10	.	1
COc1cc2c(cc1OC)CN(CC(=O)Nc1cccc(C(F)(F)F)c1)CC2	6	113	-1	9	1	107	6	-2	1
O=C1CC(c2ccccc2)CC(O)=C1C=NCc1ccco1 (stereo not given)	-7	99	2	1	-16	99	7	13	-2
c1ccc2c(c1)Sc1ccccc1-n1cnnc1-2	-4	101	2	3	6	92	-13	2	-4
CN1CCN(S(=O)(=O)c2cnccc2N2CCN(c3cccc(Cl)c3)CC2)CC1	4	95	6	-2	1	91	-13	36	1
C=CCOc1ccc(C2NC(=S)NC(C)=C2C(=O)c2ccccc2)cc1OC (stereo not given)	14	107	2	6	-4	96	-6	-1	4

More results follow:
SMILES	SUMO HTRF inh	MEKK2 WT-MEK5	M18AAP inhibitor	MEKK2 mut-MEK5	IDE cell inh	MEKK3 PB1 HTS	p-CIP stab down	NALP1 inh	IDE cell activ
Cn1c(=O)c2c(O)c([N+](=O)[O-])c(=O)n(C)c2n(C)c1=O	16	96	-9	-2	3	99	-7	.	.
N#C/C(=C\c1ccc(-c2ccccc2C(=O)O)o1)c1nc2ccccc2[nH]1	6	105	3	9	31*	106	-36	7	-38
COCC(=O)N1CCC(Oc2ccc(C(=O)N[C@H](C(=O)OC)C(C)C)cc2)CC1	0	105	2	2	2	106	-3	15	0
Cc1ccc(OCC(=O)NC(=S)Nc2ccc(S(=O)(=O)Nc3cc(C)on3)cc2)c(Br)c1	24	97	-2	-3	0	100	7	12	0
CC(C)c1nnc(NC(=O)CCC(=O)Nc2ccc(Cl)cc2)s1	10	100	1	2	-5	98	-10	-11	1
CNS(=O)(=O)c1cccc(C(=O)OCc2cc(Cl)cc3c2OCOC3)c1	14	95	3	1	-1	100	-19	15	5
CCc1cc2c(=O)n(CC(=O)NCCc3ccc(OC)c(OC)c3)cnc2s1	1	98	-3	3	-4	107	-1	17	7
Cn1c(=O)c2c(nc(Sc3ncccn3)n2Cc2ccccc2Cl)n(C)c1=O	4	107	-3	5	2	111	10	47	-4
CCC/C(C)=C/c1ccc(CC)cn1	8	86	-10	-8	.	85	-2	7	2
Cc1cc(C)c(C)c(S(=O)(=O)N2CCN(C(=O)CCc3nc4ccccc4c(=O)[nH]3)CC2)c1C	-10	98	-7	1	-3	96	12	17	6
O=C(CSc1nncn1-c1ccccc1)Nc1ccccc1	10	97	-15	0	-3	99	-6	15	5
C/C(=N\OCC(=O)Nc1ccccc1C(C)(C)C)c1ccc2c(c1)OCCO2	-8	107	2	3	0	102	1	38	1
O/N=C(\C[n+]1ccccc1)c1ccc(Br)cc1	-3	101	1	0	4	102	5	10	5
Cc1cccc(NC(=O)C2SC(=Nc3c(C)cccc3C)C(C(=O)N3CCOCC3)=C2N)c1 (stereo not given)	-8	111	1	11	9	99	2	27	-8
Cc1ccc(NC(=O)CCN2C(=O)c3cccc([N+](=O)[O-])c3C2=O)c(Br)c1	0	101	-1	-2	-3	106	3	3	3
O=C(NCc1ccccc1)NC1(C(=O)N2CCN(c3ccccc3)CC2)CCCCC1	-1	104	-14	5	-2	105	-2	-6	-2
CCCn1c(SCC(=O)Nc2ccc(C(=O)Nc3ccccc3OC)cc2)n[nH]c1=O	13	95	1	-3	1	99	-3	5	4
COCCNC(=S)NNC(=O)c1cccs1	-7	116	10	0	6	126	1	-23	2
O=C(c1ccc(N2C(=O)CCC2=O)cc1)N1CCN(c2ccccc2)CC1	12	106	4	10	5	103	17	-2	5
Nc1nc(-c2cc(Cl)cc(Cl)c2OC(F)F)cs1	4	82	3	-10	-4	88	-5	-4	2
Cc1nc(Nc2cccc(O)c2)c2oc3ccccc3c2n1	24	100	3	2	.	102	-1	16	-1
COc1ccc(C(=O)/C=C/c2ccc(OC)c(Cn3nnc4ccccc43)c2)cc1	-24	99	-4	0	1	116	15	8	3
CCN(CC)c1ccc(NC(=O)/C=C/c2cc(Br)ccc2OC)cc1	-25	.	7	.	0	.	-4	16	4
Cn1c(=O)c(C(=O)CN2CCCCC2)c(N)n(Cc2ccccc2)c1=O	-30	87	-1	-3	5	90	0	.	8
Cc1cccc2c1CC(C)(C)N=C2C1=C(O)CCCC1=O	-16	111	-5	14	2	113	-7	13	3

2 of these compounds, reformatted.
Below each SMILES: SUMO HTRF inh	MEKK2 WT-MEK5	M18AAP inhibitor	MEKK2 mut-MEK5	IDE cell inh	MEKK3 PB1 HTS	p-CIP stab down	NALP1 inh	IDE cell activ
> CCc1cc2c(=O)n(CC(=O)NCCc3ccc(OC)c(OC)c3)cnc2s1
  1	98	-3	3	-4	107	-1	17	7
> Cn1c(=O)c2c(nc(Sc3ncccn3)n2Cc2ccccc2Cl)n(C)c1=O
  4	107	-3	5	2	111	10	47	-4

Additional records
SMILES	SUMO HTRF inh	MEKK2 WT-MEK5	M18AAP inhibitor	MEKK2 mut-MEK5	IDE cell inh	MEKK3 PB1 HTS	p-CIP stab down	NALP1 inh	IDE cell activ
N#Cc1ccccc1Sc1ccccc1C(=O)Nc1ccccc1	-20	103	-8	2	2	103	0	-13	-1
C#CCOC(=O)CN1C(=O)c2cccc3cccc(c23)C1=O	12	111	4	16	-1	110	-1	19	-1
OCCn1nc(-c2ccccc2)cc1-c1ccccc1	-4	107	-6	14	2	104	-11	15	-5
O=C(COC(=O)C(Cc1ccccc1)NC(=O)c1ccco1)NC1CC1 (stereo not given)	7	93	-3	-4	6	96	8	-4	5
COc1ccc(S(=O)(=O)N(CC(=O)NC2CC2)c2ccc(C)cc2)cc1OC	2	112	2	12	3	109	-2	10	4
CC(=O)N(Cc1ccc(F)cc1)c1cccc(C)c1C	4	106	6	10	0	106	0	6	-4
O=C(COC(=O)Cc1cccs1)NCc1ccc(F)cc1	2	104	5	3	2	102	0	17	5
C=CCn1c(COc2cccc(C)c2)nnc1SCn1nnc2ccccc2c1=O	4	91	-1	-5	4	91	-3	25	-2
O=S(=O)(Nn1c(O)c(C=C2N=c3ccccc3=N2)sc1=S)c1ccccc1	8	86	25	-4	-4	100	5	1	-1
Cc1cc(C)cc(NC(=O)Cn2nnc(C(=O)NCc3ccc(F)cc3)c2N)c1	36	99	5	-1	2	100	7	26	5
Cc1ccc(C(=O)C2CCN(CC(=O)N3CCN(c4ccc(F)cc4)CC3)CC2)cc1	-1	90	6	-8	-4	100	0	17	1
O=S(=O)(c1ccccc1)c1cnc(-c2ccccc2)nc1N1CCCC1	-11	101	-5	1	-1	105	-11	-2	5
Cc1csc(OCc2ccc(C#N)cc2)n1	-12	102	1	4	8	101	-3	7	2
COc1cc(C(=O)N2CCC(n3cnc4cc(F)ccc43)CC2)cc(OC)c1OC	-3	97	6	1	4	94	-26	13	2
CCOC(=O)N1CCN(c2cc(N)c([N+](=O)[O-])cc2F)CC1	-12	105	-11	3	-2	102	1	5	-5
CCc1nnc(NC(=O)CN2CCN(C(=O)c3ccccc3)CC2)s1	-2	102	-1	3	0	101	4	-12	-5
COc1ccc(-c2csc(Nc3ccccn3)n2)cc1OC	12	112	2	4	0	111	-16	-5	-8
Nc1cccc(-n2nnnc2CN2CCOCC2)c1	-10	96	0	-2	4	92	-4	16	-3
Fc1ccc(-c2csc3ncnc(N4CCN(c5ccccc5)CC4)c23)cc1	-2	96	-1	-7	-7	100	-3	23	2
Cn1c2c(c(=O)n(C)c1=O)C(NS(=O)(=O)c1ccc(Cl)cc1)(C(F)(F)F)C(=O)N2 (stereo not given)	-1	.	10	.	0	.	-15	23	5
O=C(COC(=O)c1cccs1)NCCC1=CCCCC1	-6	118	3	17	-1	103	-15	34	3
CC(C)N1C(=O)c2ccccc2C1C(=O)NCCc1ccccc1 (stereo not given)	-17	107	1	3	1	104	0	2	3
COc1cc(/C=N/OCC(=O)NC2CCCCC2)ccc1OCc1ccccc1	1	96	-8	-2	2	99	-9	30	0
Cc1ccc(S(=O)(=O)Oc2ccccc2/C=N/Nc2ccc(C(=O)O)cc2)cc1	12	105	10	1	-8	106	-12	6	-2
Cc1cc2cc(CNS(=O)(=O)c3ccccc3)ccc2n1C	9	39*[inhibitor]	-5	-20	1	61	-1	-11	4

Carrying on.
SMILES	SUMO HTRF inh	MEKK2 WT-MEK5	M18AAP inhibitor	MEKK2 mut-MEK5	IDE cell inh	MEKK3 PB1 HTS	p-CIP stab down	NALP1 inh	IDE cell activ
COC(=O)c1cc(S(=O)(=O)NCc2ccccc2)c[nH]1	13	100	5	4	0	102	-13	8	-4
Cc1ccc(O)c(NC(=O)Cc2ccc3ccccc3c2)c1	3	103	6	0	-1	101	-3	8	1
CCCOc1ccc(NC(=O)CC2C(=O)N(C)C(=S)N2Cc2cccs2)cc1 (stereo not given)	-9	96	3	1	-1	107	10	4	-1
CCCCCCNC1=NCCS1	4	.	-4	.	-4	.	-1	-2	1
COc1cc(NS(=O)(=O)c2ccc3c(c2)NC(=O)CO3)cc(OC)c1	14	91	-4	-6	4	92	-9	1	-2
CCc1ccccc1NS(=O)(=O)c1cc(C)ccc1OC	5	101	3	2	0	102	-15	1	0
CCCCCC(=O)Nc1ccc(N2CCN(C(=O)CCC)CC2)cc1	-2	107	-5	7	1	107	-17	.	9
CCOc1ccc(C(C)(O)CN2CCOCC2)cc1 (stereo not given)	-5	100	-7	1	3	100	-8	2	5

Compound activity deposited in PubChem by several laboratories.
